GSK3 alpha inh: inhibitors of human GSK-3 alpha kinase | ADP-Glo luminescence, 60 min | inhibition, % at 10 µM | 0.1% of 320,000 active;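 in the data active = inhibition above about 50%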;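 note: GST-tagged GSK-3 alpha with peptide substrate and 25 µM ATP; 0% = DMSO neutral wells and 100% = GW8510 positive control wells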
Target sequence (P49840 whole entry, looked up): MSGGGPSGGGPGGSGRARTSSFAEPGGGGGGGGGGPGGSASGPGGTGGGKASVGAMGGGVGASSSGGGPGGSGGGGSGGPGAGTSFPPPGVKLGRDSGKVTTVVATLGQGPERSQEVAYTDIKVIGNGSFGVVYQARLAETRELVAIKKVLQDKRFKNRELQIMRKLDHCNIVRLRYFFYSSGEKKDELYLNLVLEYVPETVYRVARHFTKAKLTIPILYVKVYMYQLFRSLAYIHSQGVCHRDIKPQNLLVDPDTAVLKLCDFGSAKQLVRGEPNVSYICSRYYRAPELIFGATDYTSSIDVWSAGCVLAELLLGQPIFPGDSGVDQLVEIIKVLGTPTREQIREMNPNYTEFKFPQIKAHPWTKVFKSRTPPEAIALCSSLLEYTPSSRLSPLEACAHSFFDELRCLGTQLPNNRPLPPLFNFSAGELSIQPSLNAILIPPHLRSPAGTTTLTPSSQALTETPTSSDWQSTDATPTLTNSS
DYRK1A inh: inhibitors of rat Dyrk1A kinase. ADP-Glo luminescence, NFATc1 peptide. inhibition, % at 12.5 µM. Q63470. AID 504441. 0.43% of 310,000 active; in the data active = inhibition above about 50%;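 note: plate controls were vehicle with enzyme for no effect and no enzyme for full effect; many of its hits are not listed in these tables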
Active calls of the source: *. This is a subset; the hit share may differ from the screen's.

| SMILES | GSK3 alpha inh | DYRK1A inh |
| --- | --- | --- |
| CC(C)(C)OC(=O)NCCCCCNC(=O)c1[nH]cnc1C(=O)N[C@@H](Cc1ccccc1)C(=O)OC(C)(C)C | -4 | 0 |
| COc1cccc(OC)c1OC(=O)C1CC(=O)N(c2ccc3c(c2)OCCO3)C1 (stereo not given) | -1 | 2 |
| NC(=O)N/N=C/c1ccc([N+](=O)[O-])o1 | -1 | 13 |
| O=C(CCc1ccccc1)NC1(Cc2ccccc2)CCN(CCCc2ccccc2)C1=O (stereo not given) | -2 | 17 |
| Cc1ccc([C@@H]2CC=C(C(=O)O)[C@H](c3ccccc3)N2S(=O)(=O)c2ccc(C)cc2)cc1 | -4 | -9 |
| COc1ccc(OCC(=O)N(C)CC2COc3ccccc3O2)cc1 (stereo not given) | 1 | -7 |
| CCc1cccc(NC(=O)[C@@H]2CCCN2C2=NS(=O)(=O)c3ccccc32)c1 | -2 | -5 |
| COc1ccccc1CNC(=O)CN(C)CC(=O)Nc1ccc(F)c(F)c1F | -6 | 3 |
| CCCCNC(=O)CSc1ccc(S(=O)(=O)N2CCOCC2)cn1 | 4 | 8 |
| Cc1ccc(C(=O)NCC(=O)OC(C)C(=O)Nc2ccccc2[N+](=O)[O-])s1 (stereo not given) | -2 | -2 |
| COc1ccc([C@H]2CC(=O)C=C(c3ccc4ncccc4c3)C2)cc1OC | -1 | 12 |
| CC(=O)c1cccc(NC(=O)c2ccc(S(=O)(=O)N3CC(C)OC(C)C3)cc2)c1 (stereo not given) | 1 | -2 |
| CCOc1ccc(Br)cc1S(=O)(=O)Nc1ccc(S(=O)(=O)Nc2cc(C)on2)cc1 | -4 | 1 |
| CC(C)CN(C(=O)COC(=O)c1ccc(C#N)cc1)C1CCS(=O)(=O)C1 (stereo not given) | -2 | -7 |
| NC(N)=NCc1cccc(I)c1 | -3 | 7 |
| Cc1ccc(C23OCCN2CCn2nc4ccccc4c23)cc1 (stereo not given) | -5 | -3 |
| Cc1ccc(NS(=O)(=O)c2ccc3c(c2)CC(=O)N3)cc1F | -1 | 9 |
| C=CC[C@@H](CC(=O)NCCO)C(=O)NCCOC(=O)[C@@H](CC=C)Cc1ccc(F)cc1 | 0 | 0 |
| COc1ccc(-c2cc(C(=O)OCC(=O)NC3CC3)c3ccccc3n2)cc1OC | -6 | -5 |
| CC(C)(C)c1ccc(S(=O)(=O)N2CCNC(=O)C2)cc1 | -3 | -3 |
| COc1ccc(-c2nn(-c3ccccc3)cc2CNC[C@H]2O[C@@H](n3cnc4c(N)ncnc43)[C@H](O)[C@@H]2O)cc1 | -1 | -2 |
| O=C(COC(=O)Cc1c(F)cccc1Cl)NCc1ccc2c(c1)OCO2 | 0 | 8 |
| CN(C)S(=O)(=O)c1cccc(NC(=O)COC(=O)[C@H](Cc2ccccc2)NC(=O)c2ccco2)c1 | -2 | 4 |
| Cc1ccc(C(=O)Nc2cccc(C(F)(F)F)c2)cc1NC(=O)c1[nH]cnc1C(N)=O | 0 | 0 |
| Cc1ccc2c(c1)C(=O)N1[C@H]3c4cc(Br)ccc4OC[C@@H]3[C@H](c3ccccc3)[C@]1(C)C(=O)N2 | -1 | 0 |
| COC(=O)c1c(-c2ccc(OC)cc2)sc2ccc(OC)cc12 | -2 | 5 |
| CO[C@@H]1[C@@H](OC(N)=O)[C@@H](O)C(Oc2ccc3c(O)c(NC(=O)c4ccc(O)c(CC=C(C)C)c4)c(=O)oc3c2C)OC1(C)C (stereo not given in full) | 12 | 3 |
| CC(C)NC(=O)N(C)C[C@H]1Oc2c(NS(=O)(=O)c3cn(C)cn3)cccc2C(=O)N([C@H](C)CO)C[C@@H]1C | -1 | -14 |
| CN(C(=O)CN1C(=O)c2ccc([N+](=O)[O-])cc2C1=O)C1CCCCC1 | -1 | 1 |
| COc1cc(C(=O)NNC(=O)/C=C/c2ccccc2)cc(OC)c1OC | -3 | -1 |
| CCOC(=O)[C@H]1[C@H]2COc3ccc(C)cc3[C@@H]2N2C(=O)CN(Cc3ccccc3)C(=O)[C@@]12C | -1 | -4 |
| C[C@H](CO)N1C[C@H](C)[C@@H](CN(C)C(=O)Nc2ccc(C(F)(F)F)cc2)Oc2c(NS(=O)(=O)c3cn(C)cn3)cccc2C1=O | -4 | -7 |
| CC(OC(=O)c1ccco1)C(=O)Nc1nc(-c2ccccc2)cs1 (stereo not given) | -10 | 3 |
| COCCn1c(SCC(=O)Nc2ccc3[nH]c(=O)[nH]c3c2)nc2ccccc21 | 3 | 5 |
| CCc1ccccc1NC(=O)CNC(=O)CNC(=O)c1cccs1 | -1 | 1 |
| CCN(CC(=O)NCc1cccs1)C(=O)Cc1ccc(Cl)c(Cl)c1 | -1 | -2 |

An excerpt from above in order of their number in DYRK1A inh, falling.
| SMILES | GSK3 alpha inh | DYRK1A inh |
| --- | --- | --- |
| COCCn1c(SCC(=O)Nc2ccc3[nH]c(=O)[nH]c3c2)nc2ccccc21 | 3 | 5 |
| Cc1ccc2c(c1)C(=O)N1[C@H]3c4cc(Br)ccc4OC[C@@H]3[C@H](c3ccccc3)[C@]1(C)C(=O)N2 | -1 | 0 |
| COc1cc(C(=O)NNC(=O)/C=C/c2ccccc2)cc(OC)c1OC | -3 | -1 |

The list goes on:
SMILES,GSK3 alpha inh,DYRK1A inh
CC(=O)N1CCN(C(=O)CCNS(=O)(=O)c2ccccc2)CC1,-8,-5
CC(C)=C[C@@H]1C[C@H](C)[C@H]2CC[C@H](C)c3c(O[C@@H]4O[C@@H](C)[C@@H](O)[C@@H](O)[C@@H]4O)c(O)c(C)c1c32,-2,10
CC(Oc1cccc(Br)c1)C(=O)NNC(=O)c1ccccn1 (stereo not given),-1,2
COc1ccc(C=NNC(=O)c2ccccc2OCc2ccc(F)cc2)c(OC)c1,-5,2
CCN1C(=O)[C@H]2[C@@H](c3ccc(-c4ccc(C(C)=O)cc4)cc3)N[C@@](C)(C(=O)OC)[C@H]2C1=O,-1,10
CC(=O)Nc1ccc(S(=O)(=O)N(C)CC(=O)N(C)Cc2sccc2C)cc1,-7,2
COc1ccc([C@H]2CC(=O)C=C(c3ccccc3-c3ccccc3)C2)cc1,0,4
Cc1ccc(S(=O)(=O)N2CCN(C(=O)C(Cc3ccccc3)NC(=O)c3ccccc3)CC2)cc1 (stereo not given),5,1
COc1cc(OC)cc(-c2c(-c3cccs3)c3cc(-c4ccc(SC)cc4)ccc3n2C)c1,-1,-7
CC(=O)c1ccc(N2C(=O)CC(N3CCN(S(=O)(=O)c4ccc(C)c(C)c4)CC3)C2=O)cc1 (stereo not given),2,-2
Cn1nc(C(=O)OCC(=O)Nc2ccc(SC(F)F)cc2)c2ccccc2c1=O,-3,-3
O=C(CSc1ccccc1F)NCC(c1cccs1)N1CCOCC1 (stereo not given),-1,0
CCN(CC)S(=O)(=O)c1cccc(C(=O)NC(C(=O)NCCc2ccccn2)C(C)C)c1 (stereo not given),-1,-1
CCOC(=O)c1[nH]cnc1C(=O)NC1CCN(C(=O)OC(C)(C)C)CC1,11,-6
COc1cc(C(=O)NNC(=O)c2cc(-c3ccccc3)n[nH]2)cc(OC)c1C,-2,-1
Nc1ncnc2c1ncn2[C@@H]1O[C@H](CNS(=O)(=O)CCCCl)[C@@H](O)[C@H]1O,0,11
CCCc1c(OCCCOc2ccc(OCC(=O)O)cc2)ccc(C(C)=O)c1O,1,16
CCN(c1ccccc1)S(=O)(=O)c1ccc(OC)c(NC(=O)Cc2ccc(OC)c(OC)c2)c1,0,-6
CCCCN(C(=O)c1nn(C)c(=O)c2ccccc12)c1c(N)n(CCC)c(=O)[nH]c1=O,-1,1
CCOC(=O)[C@H]1[C@H]2COc3ccc(C)cc3[C@@H]2N2C(=O)[C@@H](C)NC(=O)[C@@]12C,-3,-5
NS(=O)(=O)c1ccc(CNC(=S)NC(=O)c2ccco2)cc1,-2,-1
COc1cc(OC)cc(-c2c(C#Cc3ccsc3)c3cc(-c4cc(OC)c(OC)c(OC)c4)ccc3n2C)c1,2,-3
O=C(COC(=O)c1cccnc1Cl)NC12CC3CC(CC(C3)C1)C2,-2,3
COc1ccc2c(c1)[C@@H]1[C@H](CO2)[C@H](c2ccccc2)[C@]2(C)C(=O)Nc3ccc(C)cc3C(=O)N12,-3,-11
COc1ccccc1NS(=O)(=O)c1ccc(C(=O)Nc2ncccc2O)cc1,-4,8
COC(=O)[C@@H](Cc1ccccc1)N(Cc1ccccc1)S(=O)(=O)N(Cc1ccccc1)[C@H](Cc1ccccc1)C(=O)OC,0,-1
Cn1c(N)c(C(=O)CSc2n[nH]c(-c3ccccc3)n2)c(=O)n(C)c1=O,-6,-2
O=C(c1cccc(S(=O)(=O)N2CCOCC2)c1)N1CCN(C/C=C/c2ccccc2)CC1,-1,0
O=C(COC(=O)COc1ccc(Br)cc1)NCc1ccccc1,-3,-3
CCOc1ccc(NC(=O)COc2ccc(C(=O)NCC3CCCO3)cc2OC)cc1 (stereo not given),-1,2

In the list so far, 8 contain a thiophene ring, fused or not.
SMILES,GSK3 alpha inh,DYRK1A inh
Cc1ccc(C(=O)NCC(=O)OC(C)C(=O)Nc2ccccc2[N+](=O)[O-])s1 (stereo not given),-2,-2
COC(=O)c1c(-c2ccc(OC)cc2)sc2ccc(OC)cc12,-2,5
CCc1ccccc1NC(=O)CNC(=O)CNC(=O)c1cccs1,-1,1
CCN(CC(=O)NCc1cccs1)C(=O)Cc1ccc(Cl)c(Cl)c1,-1,-2
CC(=O)Nc1ccc(S(=O)(=O)N(C)CC(=O)N(C)Cc2sccc2C)cc1,-7,2
COc1cc(OC)cc(-c2c(-c3cccs3)c3cc(-c4ccc(SC)cc4)ccc3n2C)c1,-1,-7
O=C(CSc1ccccc1F)NCC(c1cccs1)N1CCOCC1 (stereo not given),-1,0
COc1cc(OC)cc(-c2c(C#Cc3ccsc3)c3cc(-c4cc(OC)c(OC)c(OC)c4)ccc3n2C)c1,2,-3

Continuation.
SMILES,GSK3 alpha inh,DYRK1A inh
CN(C(=O)CSc1n[nH]c(N)n1)C1CCCCC1,-2,-4
O=C1CCN(Cc2ccccc2)C=C1c1ccc(Cl)cc1,0,-6
O=C(CSc1n[nH]c(=O)n1C1CC1)Nc1ccc(F)c(Cl)c1,0,1
CC1CCCCN1CC(=O)Nc1ccc2c(c1)OCO2 (stereo not given),-9,-7
Cc1cc(C)c(NC(=O)COC(=O)Cn2nc(-c3ccccc3)oc2=O)c(C)c1,1,1
Cc1cc(C)n2nc(SCC(=O)N(CCC#N)c3ccccc3F)nc2n1,-1,-2
O=C(NC1(Cc2ccccc2)CCN(Cc2ccc(-c3ccccc3)cc2)C1=O)c1ccccc1 (stereo not given),2,-4
COc1ccc2c(c1)[C@H]1[C@H](CO2)[C@H](c2ccccc2)[C@]2(C)C(=O)Nc3cc(Cl)ccc3C(=O)N12,-1,-3
Cc1cc(C)c(NC(=O)COC(=O)c2nc3nccc(C)n3n2)c(Cl)c1,-36,3
CC(C#N)Sc1ccc(S(=O)(=O)N2CCCCC2)cn1 (stereo not given),1,10
Cc1noc(C)c1S(=O)(=O)N(C)C[C@H]1Oc2c(NC(=O)NC3CCCCC3)cccc2C(=O)N([C@H](C)CO)C[C@@H]1C,-2,-14
CCOc1cc(C(=O)OCc2cc(=O)n3c(C)csc3n2)ccc1OC,-2,1
O=C1NC(C(=O)O)=CC(c2cccc(Cl)c2Cl)N1 (stereo not given),-2,1
Cc1cccc(CNc2ncnc3ccc(-c4cccnc4)cc23)c1,8,16
Cc1cnc(C(=O)OCC(=O)N(Cc2ccccc2)C(C)(C)C)cn1,-3,-6
CN(C(=O)c1cccc(NC(=O)Cc2cccc([N+](=O)[O-])c2)c1)C1CC1,-1,-1
O=C(COC(=O)c1ccccc1O)NC1CCCc2ccccc21 (stereo not given),-1,-4
Cc1noc(C)c1NC(=O)N(C)C[C@H]1Oc2ccc(NS(=O)(=O)c3ccccc3)cc2C(=O)N([C@H](C)CO)C[C@@H]1C,-3,-10
CCCCCCSc1ccc(-c2nc3ccc(Cl)cn3c2NC2CCCCC2)cc1,-2,3
COc1ccc([C@H]2CC(=O)C=C(c3ccccc3)C2)cc1,-2,1
CC1Cc2ccccc2N1S(=O)(=O)c1cccc(C(=O)NNC(=O)c2ccccc2F)c1 (stereo not given),-2,-1
COCCn1c(SCC(=O)NC2(C#N)CCCCC2)nc2ccccc2c1=O,-2,-2
C[C@@H]1COC(=O)[C@@H](Cc2ccc(F)cc2)C/C=C\C[C@@H](CC(=O)N(CCO)Cc2ccccc2)C(=O)N1,-6,6
Cc1cc(C)c(C)c(S(=O)(=O)N2CCC(C(=O)NCCCN3CCOCC3)CC2)c1C,0,-1
Nc1nc(COC(=O)CCC(=O)c2ccc(Cl)cc2)nc(Nc2ccccc2)n1,23,-3
CCN(CC)S(=O)(=O)c1ccc(C(=O)N2CCN(C(=O)c3ccco3)CC2)cc1,-3,2
CCC(CO)Oc1cc(NCc2ccc(C(F)(F)F)cc2)c2ncn(C(C)C)c2c1 (stereo not given),0,-3
COc1cc(N)c(Cl)cc1C(=O)OCC(=O)N(C)C1CCCCC1,-2,1
CSc1nc(N)nc2c1ncn2CC(=O)NCCCN1CCCC1=O,-2,-1
CN1CCC(N(C)S(=O)(=O)c2ccc(NC(=O)COc3ccc(Cl)cc3)cc2)CC1,1,4
Cc1ccc(C(=O)COC(=O)c2nc3nccc(C)n3n2)c(C)c1,-1,1
COc1ccc(-c2cn(CCO)c(CCN)n2)cc1,-1,-9
COCc1c(C(=O)N2CCN(Cc3ccc4c(c3)OCO4)CC2)oc2ccccc12,0,2
N#Cc1ccc(CN2CCN(C(=O)c3cccc(S(=O)(=O)N4CCCCCC4)c3)CC2)cc1,-6,-4
COc1ccc(NC(C)=O)cc1NC(=O)c1cccc(S(=O)(=O)N2CCc3ccccc32)c1,-1,-1

Screens (PubChem BioAssay)
